From PubChem
EPAC1 ag: EPAC1 (human) agonism; O95398; EPAC1 agonist qHTS, biochemical assay; response scale: 100% = response to 6.5 mM cAMP; Potency, µM (highest dose often 154 µM), inactives show at the highest dose activation, actives largely listed as activators; hit rate 0.073% among 360,000; note: potency is the fitted concentration of half-maximal effect; nearly all actives have a fitted effect of over 60% in size
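Read-out is the fluorescence drop as BODIPY-GDP leaves Rap1B (480 nm excitation, 540 nm emission), recorded every 5 minutes over 30 minutes. Reactions held 100 nM EPAC1, 250 nM Rap1B–BODIPY-GDP and 50 uM GDP, with 6.5 mM cAMP setting full activation.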
PTHR1 agonist: activates the human parathyroid hormone receptor PTHR1; Q03431; HEK293 GP2 PTHR1 cells, GloSensor cAMP luminescence, 1 h; Potency, µM (highest dose often 115 µM), for the others: at the top dose activation, usual class: activators; hit rate 0.075% among 410,000; AID 743266; note: potency is the fitted concentration of half-maximal effect; nearly all actives have a fitted effect of over 55% in size; some results filed as inactive show a strong effect at the top dose; inactives centre near -15; many of its hits are not listed in these tables
Target sequence (Q03431 whole entry, looked up): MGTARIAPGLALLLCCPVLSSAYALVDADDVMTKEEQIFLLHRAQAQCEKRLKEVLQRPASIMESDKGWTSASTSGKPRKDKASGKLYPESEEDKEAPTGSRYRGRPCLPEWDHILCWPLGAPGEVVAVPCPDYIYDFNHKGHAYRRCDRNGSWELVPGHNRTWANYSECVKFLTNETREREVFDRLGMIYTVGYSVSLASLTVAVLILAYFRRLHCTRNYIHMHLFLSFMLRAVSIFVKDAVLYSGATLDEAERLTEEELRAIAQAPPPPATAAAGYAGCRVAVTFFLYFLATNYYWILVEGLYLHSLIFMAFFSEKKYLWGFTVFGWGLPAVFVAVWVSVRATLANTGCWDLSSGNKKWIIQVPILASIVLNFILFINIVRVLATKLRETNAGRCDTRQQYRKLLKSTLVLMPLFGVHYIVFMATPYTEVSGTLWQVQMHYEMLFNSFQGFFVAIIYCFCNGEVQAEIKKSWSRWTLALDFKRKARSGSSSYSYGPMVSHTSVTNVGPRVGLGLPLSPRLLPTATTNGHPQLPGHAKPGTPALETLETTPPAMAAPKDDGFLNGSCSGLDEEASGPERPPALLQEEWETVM
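HEK-293-derived GP2 cells expressing PTHR1 and a GloSensor cAMP reporter, 3,000/well, plated overnight, given luciferin plus IBMX (each 0.5 mM as added) for 1 h at 37 °C, then compound for 1 h at 37 °C. Luminescence was read after 15 min at room temperature.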
PI5P4Ka inh: PI5P4K alpha (human) kinase inhibition | P48426 | hit rate 1.2% among 330,000 | PI5P4Kalpha enzyme, ADP-Glo luminescence, 60 min; hits give low values | AID 652105 | max response, %; active = max response of -50% or lower; inconclusive = between -30% and -50%; inactive = -30% or higher; note: value at the top dose of about 77 µM; % is set by controls: 0 for no effect and ±100 for the full control effect
Target sequence (P48426 whole entry, looked up): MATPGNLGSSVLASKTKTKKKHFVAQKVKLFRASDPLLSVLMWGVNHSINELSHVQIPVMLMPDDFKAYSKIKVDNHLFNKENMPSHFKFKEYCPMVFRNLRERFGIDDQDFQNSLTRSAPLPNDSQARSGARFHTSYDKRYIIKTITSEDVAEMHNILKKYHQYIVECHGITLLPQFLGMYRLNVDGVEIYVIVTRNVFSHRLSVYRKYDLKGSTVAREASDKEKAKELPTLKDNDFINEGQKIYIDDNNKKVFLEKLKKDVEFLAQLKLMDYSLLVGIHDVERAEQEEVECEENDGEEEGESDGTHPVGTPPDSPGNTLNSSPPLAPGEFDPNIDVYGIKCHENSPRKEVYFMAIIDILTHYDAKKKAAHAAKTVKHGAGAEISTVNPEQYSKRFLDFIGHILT
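Compounds were pin-transferred onto PI5P4Kalpha and substrate in HEPES pH 7.4 buffer with EGTA, CHAPS and 5% DMSO. ATP (5 microM final) started the reaction, which ran 60 minutes at room temperature before ADP-Glo detection.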
PLK1 PBD block: PLK1 (human) polo-box domain binding inhibition; Potency, µM, for the others: max response, negative = inhibition, most hits filed as inhibitors; Plk1 PBD binding of FITC phosphopeptide, fluorescence polarization; hit rate 2.8% among 360,000; P53350; note: potency is the fitted concentration of half-maximal effect; series mostly up to about 57 µM; % is set by controls: 0 for no effect and ±100 for the full control effect; nearly all actives have a fitted effect of over 65% in size
IL2 activator: activates IL-2 in a cell-based reporter assay | IL-2 activation reporter assay, cell-based qHTS; stimulated with anti-CD3/CD4/CD28 beads; in transgenic mouse T cells | hit rate 0.065% among 360,000 | activation, % (series mostly up to about 46 µM) | AID 652025; in the data active = activation above about 50%; inconclusive = mostly about 30% to 49%; note: 0% is about no effect
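Unstimulated transgenic mouse T cells; 60-min compound exposure; bead-based TCR/CD4/CD28 stimulation; 18 h culture, 37 degrees C; dual fluorescence (EGFP, DsRed) plate cytometry.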
GLP1R ag: agonists of human GLP-1 receptor | P43220 | HEK293 GLP-1R CRE-luciferase, luminescence, 4-6 h; cells express a hypersensitive GLP-1R form | Potency, µM (doses to about 45.6 µM), inactives show at the top dose activation, usual class: activators | hit rate 0.007% among 380,000 | AID 624172; note: potency is the fitted concentration of half-maximal effect; % of control where 0% means no effect
HEK293 tox: cytotoxicity counter-screen for GLP-1 receptor inverse agonists. AID 624418. HEK293 cAMP-luciferase reporter cells, luminescence, 24 h. Potency, µM (top dose mostly 38.3 µM), without a hit: at the top dose activity change, negative = inhibition, most hits filed as inhibitors. hit rate 0.13% among 410,000;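 note: loss of luciferase light is scored as toxicity; potency is the fitted concentration of half-maximal effect; % is set by controls: 0 for no effect and ±100 for the full control effect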
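Seeding density was 200 cells/uL; after overnight-length (12 h) culture, 23 nL compounds went on for 24 h at 37 °C. Readout used a luciferase detection reagent, luminescence taken after 12 min at room temperature.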
EPAC1 antagonist: blocks human EPAC1 exchange factor. O95398. EPAC1 GEF assay, Rap1b-BODIPY-GDP exchange fluorescence. Potency, µM (doses to about 115 µM), inactives show at the top dose activity change, negative = inhibition, usual class: inhibitors. hit rate 0.14% among 360,000. AID 720709;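 note: potency is the fitted concentration of half-maximal effect; plate controls were vehicle for no effect and positive control for full effect; nearly all actives have a fitted effect of over 50% in size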
GLP1R inv ag: acts as inverse agonist at human GLP-1 receptor. P43220. HEK293 GLP-1R CRE-luciferase, luminescence, 24 h; GLP-1R form is constitutively active. Potency, µM (highest dose often 38.3 µM), inactives show top-dose activity change, negative = inhibition, actives largely listed as inhibitors. hit rate 1.6% among 410,000; note: potency is the fitted concentration of half-maximal effect; % is set by controls: 0 for no effect and ±100 for the full control effect; nearly all actives have a fitted effect of over 55% in size
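Readout was luciferase luminescence, measured 12 min after detection reagent at room temperature. Beforehand, GLP-1R reporter HEK293 cells had sat 12 h, then received compounds for 24 hr at 37 deg C.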
Starred values were filed as active, the others as inactive; i = inactive; ? = inconclusive; . = not tested or not shown; [ ] = another dose, or the depositor's remark. Unless noted, calls come from the whole dose curve; as a rule, active = well fitted curve in the direction sought with a large enough effect; inconclusive = small, poorly fitted or top-dose-only effect, or another doubt; inactive = no such curve, though single readings can be large; an effect the other way counts as inactive or inconclusive.

1: O=C(C1CC(=O)N(C2CCCCCCC2)C1)N1CCC2(CC1)OCCO2 (stereo not given)
2: CN(C)C(=O)On1c(-c2ccccc2)nc2ccc(Cl)cc21
3: COC(=O)C1=C(c2ccc(C(C)=O)cc2)C[C@@H]2CC[C@H]1N2C(=O)NCCO
4: COC(=O)C1C2c3ccccc3OC1(C)N=c1s/c(=C/c3cn(C)nc3C)c(=O)n12 (stereo not given)
5: CC/C(=N\NC(=O)c1ccccc1O)c1c(O)n(C2CCCCC2)c(=O)[nH]c1=O
6: CN(C)c1ccc(NC2=C(Cl)C(=O)c3ccccc3C2=O)cc1
7: Cc1cc(C=O)c(C)n1CC1CCCO1 (stereo not given)
8: Fc1cccc(C2NCCc3[nH]cnc32)c1 (stereo not given)
9: COC(=O)C12OCC34C(CC5C(C)=C(O)C(=O)CC5(C)C3C(O)C1O)OC(=O)C(OC(=O)/C=C(\C)C(C)C)C24 (stereo not given)
10: Cc1cc(C)nc(NC2=NCCS2)n1

Assay by compound	1	2	3	4	5	6	7	8	9	10
GLP1R ag	-9%	30%	-3%	5%	-5%	-9%	-10%	0%	-34%	-9%
GLP1R inv ag	23%	?	0%	45%[activator]	?	?	-2%	4%	-77%	5%
EPAC1 ag	8%	10%	-3%	0%	3%	11%	0%	-7%	0%	-3%
PI5P4Ka inh	.	-3	0	12	-74*	-21	0	-6	?	-2
PTHR1 agonist	i	i	i	i	-18%	-32%[inhibitor]	i	i	-21%	-1%[57.5 µM]
HEK293 tox	6%	10%	-4%	-22%	0%	?	0%	-4%	-48%	7%
EPAC1 antagonist	9%	-4%	-2%	-7%	2%	-29%	8%	-9%	5%	-4%
IL2 activator	-0.8	-0.2	-1.2	-0.3	-2.4	-0.6	-0.1	2.0	-7.6	-0.3
PLK1 PBD block	-7%	-11%	-10%	-3%	?	-18%	-18%	3%	-1%	0%

11: CN(C)CCCOc1nn(Cc2ccccc2)c2ccccc12
12: O=c1c2ccccc2nc(/C=C/c2ccc(F)cc2)n1-c1ccccc1O
13: Cc1nc(CCl)cc(=O)[nH]1
14: O=C(C1CCCCC1)N1CCC(c2nc3c(nnn3Cc3c(F)cccc3Cl)c(=O)[nH]2)CC1
15: CC1OC(OC2C(O)CC(OC3C(O)CC(OC4CCC5(C)C(CCC6C5CCC5(C)C(C7=CC(=O)OC7)C(O)CC65O)C4)OC3C)OC2C)CC(O)C1O (stereo not given)
16: c1ccc2c(c1)Nc1ccccc1S2
17: CC(=O)CC(C)(C)n1c[n+](C)nn1
18: COc1ccccc1N1CCN(Cc2c[nH]c3ccccc23)CC1
19: Cc1ccc(C(=O)C2(C)N(O)C(C)C(c3cccs3)=[N+]2[O-])cc1 (stereo not given)
20: O=C1NC(=O)N(c2ccc(F)cc2)C(=O)/C1=C/c1ccc2c(c1)CCCN2Cc1ccccc1

Assay by compound	11	12	13	14	15	16	17	18	19	20
GLP1R ag	0%	2%	8%	0%	-3%	9%	0%	12%	-4%	-3%
GLP1R inv ag	?	-20%	2%	15%	?	-1%	-3%	?	-5%	-26%
EPAC1 ag	-29%	-12%	6%	0%	-4%	-8%	6%	7%	10%	4%
PI5P4Ka inh	1	-14	-7	5	0	4	.	0	.	?
PTHR1 agonist	i	-6%	i	i	-20%	-32%[inhibitor]	25%[57.5 µM]	i	-20%[57.5 µM]	-13%
HEK293 tox	-27%	4%	-9%	-21%	?	4%	8%	0%	-24%	3%
EPAC1 antagonist	-2%	-8%	1%	-22%	12%	6%	22%	-19%	-2%	-4%
IL2 activator	1.0	-2.2	0.9	0.2	1.2	0.0	-2.3	-0.9	-1.4	23
PLK1 PBD block	1%	10%	-2%	?	-2%	-1%	-6%	-3%	-7%	?

21: CCOc1ccc(S(=O)(=O)N(C)c2ccc(OCC(=O)N3c4ccc(C)cc4C4CN(C)CCC43)cc2)cc1 (stereo not given)
22: Clc1ccc2c(c1)C(c1ccccc1Cl)=NCc1nnc(N3CCN(CCOc4ccccc4)CC3)n1-2
23: Cc1ccc2nc(NC(=O)c3cccn(Cc4ccc(Cl)cc4)c3=O)sc2c1
24: c1ccc2c(CCN3CCCCC3)c[nH]c2c1
25: CN1CCc2nc(N)c(C#N)c(-c3ccccc3)c2C1
26: CCN(N=Nc1nonc1OC)c1nonc1OC
27: CCN(CC)c1ccc(N=Cc2c(O)n(-c3ccccc3C)c(=O)[nH]c2=O)cc1
28: COc1cc(OC)c(OC)cc1C=O
29: Cc1ccc(O)c(C)c1
30: CCOC(=O)[C@]12Cc3ccc(C)cc3[C@H]1N(C1CCCCC1)C(=O)c1ccccc12

Assay by compound	21	22	23	24	25	26	27	28	29	30
GLP1R ag	21%	13%	-4%	-8%	-10%	18%	8%	3%	6%	-13%
GLP1R inv ag	?	?	9%	12%	0%	0%	-1%	14%	2%	?
EPAC1 ag	6%	-6%	.	6%	-2%	-3%	100µM*	6%	-12%	5%
PI5P4Ka inh	1	5	.	2	.	0	.	-13	-1	-7
PTHR1 agonist	i	i	-23%	?	-5%[57.5 µM]	-37%[inhibitor]	-24%	-21%	-24%	-58%[inhibitor]
HEK293 tox	-22%	-24%	0%	2%	-5%	5%	0%	-12%	1%	?
EPAC1 antagonist	-1%	-26%	.	-11%	12%	10%	-1%	4%	-19%	-10%
IL2 activator	-2.9	0.2	.	0.4	-2.2	-1.3	-3.0	0.4	-0.3	-0.1
PLK1 PBD block	-5%	-2%	.	-29%	-11%	1%	9%	-6%	-9%	3µM*

An excerpt taken from the entries so far:
21: CCOc1ccc(S(=O)(=O)N(C)c2ccc(OCC(=O)N3c4ccc(C)cc4C4CN(C)CCC43)cc2)cc1 (stereo not given)
22: Clc1ccc2c(c1)C(c1ccccc1Cl)=NCc1nnc(N3CCN(CCOc4ccccc4)CC3)n1-2

Assay by compound	21	22
GLP1R ag	21%	13%
GLP1R inv ag	?	?
EPAC1 ag	6%	-6%
PI5P4Ka inh	1	5
PTHR1 agonist	i	i
HEK293 tox	-22%	-24%
EPAC1 antagonist	-1%	-26%
IL2 activator	-2.9	0.2
PLK1 PBD block	-5%	-2%

New compounds follow
31: O=C1NC(=O)C(=Cc2csc3ccccc23)C(=O)N1
32: C=C(C(=O)c1ccccc1)C(CC(=O)c1ccccc1)c1ccccc1 (stereo not given)
33: CN1CCN(c2c[nH]c(=O)[nH]c2=O)CC1
34: O=C1NCN(c2ccccc2)C12CCN(C(CCc1ccccc1)c1nnnn1C1CCCC1)CC2 (stereo not given)
35: CCN(CC)CCNC(=O)c1nn(-c2ccc(C)cc2)c(=O)c2c1c1ccccc1n2C
36: O=C(Cc1cccs1)N1CCC2(CC1)OCCO2
37: C=CCC1(CN2CCCC2=O)C(=O)NC(=O)NC1=O
38: CCOC(=O)CC1=C(C(=O)OCC)C2(C(=O)N1)C(C(=O)OC)=C(N)Oc1ccccc12 (stereo not given)
39: CCOC(=O)N1C(=O)[C@](c2ccc(Cl)cc2)(C(C)C)N1C(=O)OCC
40: OCC[n+]1c2ccccc2nc2ccc(N3CCOCC3)cc21
41: COC(=O)C1=C(c2ccc(C(C)=O)cc2)C[C@@H]2CC[C@H]1N2C(=O)NCc1ccco1

Assay by compound	31	32	33	34	35	36	37	38	39	40	41
GLP1R ag	-6%	-14%	1%	-6%	13%	-7%	-25%	8%	-3%	-1%	5%
GLP1R inv ag	-3%	?	0%	?	?	0%	22%	2%	?	-5%	13%
EPAC1 ag	9%	17%	3%	-2%	2%	-4%	8%	0%	-6%	-5%	7%
PI5P4Ka inh	-73*	8	13	12	2	.	-3	1	-2	-6	-5
PTHR1 agonist	i	-39%	i	2%	26%	-3%	i	i	-11%	-1%	-2%
HEK293 tox	0%	?	-8%	-8%	15%	5%	-7%	16%	-30%	?	8%
EPAC1 antagonist	-18%	-14%	2%	-16%	?	0%	-8%	-8%	-25%	-6%	-8%
IL2 activator	-3.4	-3.0	-2.9	-0.5	-0.7	2.4	0.6	-1.0	-4.8	-0.1	0.0
PLK1 PBD block	2.1µM*	-8%	-11%	-1%	-12%	-3%	2%	-10%	?	5%	-8%

Gathered by group, those above with a carbonyl joined to an NH by a bond outside any ring.
3: COC(=O)C1=C(c2ccc(C(C)=O)cc2)C[C@@H]2CC[C@H]1N2C(=O)NCCO
5: CC/C(=N\NC(=O)c1ccccc1O)c1c(O)n(C2CCCCC2)c(=O)[nH]c1=O
23: Cc1ccc2nc(NC(=O)c3cccn(Cc4ccc(Cl)cc4)c3=O)sc2c1
35: CCN(CC)CCNC(=O)c1nn(-c2ccc(C)cc2)c(=O)c2c1c1ccccc1n2C
41: COC(=O)C1=C(c2ccc(C(C)=O)cc2)C[C@@H]2CC[C@H]1N2C(=O)NCc1ccco1

Assay by compound	3	5	23	35	41
GLP1R ag	-3%	-5%	-4%	13%	5%
GLP1R inv ag	0%	?	9%	?	13%
EPAC1 ag	-3%	3%	.	2%	7%
PI5P4Ka inh	0	-74*	.	2	-5
PTHR1 agonist	i	-18%	-23%	26%	-2%
HEK293 tox	-4%	0%	0%	15%	8%
EPAC1 antagonist	-2%	2%	.	?	-8%
IL2 activator	-1.2	-2.4	.	-0.7	0.0
PLK1 PBD block	-10%	?	.	-12%	-8%

Only part of the results is shown, so the mix of outcomes need not match the whole.
